From PubChem
ADAM17 inh: inhibits human ADAM17; recombinant ADAM17, EDANS/DABCYL FRET peptide cleavage; AID 720648; actives 0.83% (n = 370,000); inhibition, % at 6.95 µM; P78536;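 active = inhibition above the mean of compounds lying between control limits plus 3 SD, set per campaign, cut at about 8.5% in these data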;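 note: 0% = DMSO-only wells as the low control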
Target sequence (P78536 215-824 limits assumed): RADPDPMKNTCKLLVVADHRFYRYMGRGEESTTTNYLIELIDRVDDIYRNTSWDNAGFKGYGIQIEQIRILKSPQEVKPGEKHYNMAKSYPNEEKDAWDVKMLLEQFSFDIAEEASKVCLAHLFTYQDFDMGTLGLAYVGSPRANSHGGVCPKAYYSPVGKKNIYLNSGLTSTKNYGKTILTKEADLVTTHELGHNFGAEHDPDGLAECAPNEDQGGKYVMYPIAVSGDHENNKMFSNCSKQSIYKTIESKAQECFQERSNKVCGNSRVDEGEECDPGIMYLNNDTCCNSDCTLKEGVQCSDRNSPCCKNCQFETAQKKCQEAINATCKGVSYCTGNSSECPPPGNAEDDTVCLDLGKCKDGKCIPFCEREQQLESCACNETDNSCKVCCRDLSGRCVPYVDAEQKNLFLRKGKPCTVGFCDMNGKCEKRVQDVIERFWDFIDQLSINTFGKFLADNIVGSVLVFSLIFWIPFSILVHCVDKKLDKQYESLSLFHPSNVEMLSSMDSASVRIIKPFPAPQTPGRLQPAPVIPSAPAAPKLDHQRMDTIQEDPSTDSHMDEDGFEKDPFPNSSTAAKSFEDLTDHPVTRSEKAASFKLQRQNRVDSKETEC
DAX1 inh-1: DAX1 (NR0B1) inhibition, primary screen | HEK293T StAR-luciferase reporter, SF-1/DAX-1 repression relief | inhibition, % at 6.8 µM | actives 1.1% (n = 370,000) | AID 652010;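 active = inhibition above the mean over all tested compounds plus 3 SD, cut at about 3.6% in these data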;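 note: 0% = DAX-1 cells with DMSO and 100% = cells lacking DAX-1 with DMSO; higher inhibition means more luminescence from relief of DAX-1 repression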
hgDAF-12 ag: activates the H. glycines DAF-12 receptor ligand-binding domain; HEK293 GAL4-hgDAF12 UAS-luciferase reporter, agonist luminescence; normalized to butyrate control; actives 1.8% (n = 370,000); activation, % at 6.8 µM;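 active = activation above a cutoff set at the mean of all screened compounds plus 3 SD, cut at about 10% in these data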;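 note: 0% = DMSO wells and 100% = sodium butyrate wells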
DAX1 inh-2: inhibitors of human orphan nuclear receptor DAX1 (NR0B1); P51843; actives 0.99% (n = 340,000); AID 504766; HEK293 Gal4-DAX1 luciferase reporter, luminescence; inhibition, % at 6.75 µM;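 active = inhibition above the mean over all tested compounds plus 3 SD, cut at about 4.2% in these data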;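 note: 0% = DAX1-transfected cells with DMSO and 100% = empty-vector control cells with DMSO; inhibition shows as a rise in luminescence from relieved DAX1 repression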
hcDAF-12 act: activates DAF-12 receptor from parasite H. contortus. HEK293 hcDAF-12 lit1-tk-luc reporter, luminescence; 0% DMSO, 100% Δ7-dafachronic acid. activation, % at 6.8 µM. actives 1.4% (n = 370,000). AID 652067;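 active = activation above the mean of all tested compounds plus 3 SD, cut at about 5.5% in these data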;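 note: 100% = response to 3 µM Δ7-dafachronic acid high control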
PLC-beta3 inh: inhibitors of human phospholipase C beta3. Q01970. Purified PLC-beta3, fluorogenic substrate, fluorescence. inhibition, % at 12.2 µM. actives 0.18% (n = 370,000); in the data active = inhibition above about 11%;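 note: 0% = median of compound wells on plate and 100% = full blocker control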
PLCg1 inh: PLC-gamma1 (human) inhibition, primary screen. purified PLC-gamma1, fluorogenic substrate, fluorescence. inhibition, % at 12.2 µM. actives 0.84% (n = 370,000); in the data active = inhibition above about 9.5%
ssDAF12 agonist: S. stercoralis DAF-12 activation, primary screen; activation, % at 6.8 µM; actives 1% (n = 370,000); HEK293 ssDAF-12/GRIP1 lit1-tk-luc reporter, luminescence; % of 3 µM dafachronic acid response; AID 652126;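 active = activation above the mean over all tested compounds plus 3 SD, cut at about 0.9% in these data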;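 note: 0% = DMSO-only wells and 100% = 3 µM delta7-dafachronic acid wells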
HGIII-sPLA2 inh: Blocks human group III sPLA2 activity; Q9NZ20; QFRET BODIPY PC-A2 liposome hydrolysis, fluorescence; inhibition, % at 12.2 µM; actives 0.56% (n = 370,000); AID 743126;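 active = inhibition above mean plus 3 SD of compounds lying within the high and low control bounds, cut at about 19% in these data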;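 note: 0% = median of test compound wells and 100% = no enzyme DMSO wells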
Target sequence (Q9NZ20 whole entry, looked up): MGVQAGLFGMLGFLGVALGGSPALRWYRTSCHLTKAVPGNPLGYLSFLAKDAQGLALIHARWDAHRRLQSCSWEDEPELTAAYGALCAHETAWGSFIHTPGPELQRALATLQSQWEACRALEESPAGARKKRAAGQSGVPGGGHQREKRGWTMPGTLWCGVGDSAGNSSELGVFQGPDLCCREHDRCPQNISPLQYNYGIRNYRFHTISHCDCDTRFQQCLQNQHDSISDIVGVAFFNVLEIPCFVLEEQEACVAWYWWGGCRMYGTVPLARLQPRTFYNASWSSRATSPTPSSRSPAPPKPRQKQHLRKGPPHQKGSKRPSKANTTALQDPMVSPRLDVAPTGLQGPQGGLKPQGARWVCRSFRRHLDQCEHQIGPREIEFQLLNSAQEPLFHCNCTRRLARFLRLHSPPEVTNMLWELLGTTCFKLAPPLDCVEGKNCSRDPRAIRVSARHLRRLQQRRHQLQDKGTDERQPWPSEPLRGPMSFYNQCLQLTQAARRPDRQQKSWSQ
ADAM10 inh: inhibits human ADAM10 | recombinant ADAM10, EDANS/DABCYL FRET peptide cleavage, 3 h | inhibition, % at 7 µM | actives 0.62% (n = 370,000);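 active = inhibition above a per-campaign cutoff equal to the mean of compounds falling between control-based bounds plus 3 SD, cut at about 20% in these data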;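 note: 0% = DMSO wells while the 100% control is not disclosed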
FXN GAA850 act: increases GAA850 frataxin promoter reporter activity; HEK293 lucGAA850 FXN promoter luciferase reporter, 24 h; percent of 10 µM SAHA response; activation, % at 6 µM; actives 0.56% (n = 360,000);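 active = activation above the average of all compounds screened plus 3 SD, cutoff fixed separately per campaign, cut at about 7.5% in these data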;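 note: 0% = DMSO wells and 100% = 10 µM SAHA wells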
Starred values were filed as active, the others as inactive; i = inactive; . = no result given.

SMILES | ADAM17 inh | DAX1 inh-1 | hgDAF-12 ag | DAX1 inh-2 | hcDAF-12 act | PLC-beta3 inh | PLCg1 inh | ssDAF12 agonist | HGIII-sPLA2 inh | ADAM10 inh | FXN GAA850 act
Cc1ccc(NC(=O)C2(N3CCC3=O)CCCCC2)cc1 | 0 | -0.1 | -1.4 | -0.1 | -0.7 | 1 | -1 | -1.0 | -2 | -4 | 0.1
COc1ccc(/C=C/c2c([N+](=O)[O-])c(=O)n(C)c(=O)n2C)cc1OC | -6 | 0.1 | 2.4 | 0.6 | 0.3 | 0 | -1 | -1.1 | 2 | -8 | -0.6
COc1ccc2c(c1)CCC/C2=N\OC(=O)c1ccccc1F | -1 | 1.2 | 0.9 | -0.1 | -0.6 | -7 | 0 | -1.8 | -9 | 4 | -1.9
Cc1sc2ncnc(N3CCC(C(=O)NNC(=O)COc4ccc(Br)cc4)CC3)c2c1C | 4 | -3.4 | 0.1 | -1.7 | -2.2 | -3 | 0 | -1.3 | -38 | 8 | 0.9
CCC(NC(=O)NC1=NCCS1)(C(F)(F)F)C(F)(F)F | -2 | -0.9 | 0.3 | 2.8 | 0.9 | 1 | 1 | -0.9 | 0 | 1 | -2.4
CN(CCOc1ccccc1)C(=O)CNC(=O)c1ccc(C(C)(C)C)cc1 | -2 | 0.3 | 1.4 | -1.0 | 1.5 | -7 | -4 | -1.6 | 7 | -7 | 2.1
COc1cc(NC(=O)c2ccc(NC3=NC4CS(=O)(=O)CC4S3)cc2)cc(OC)c1OC (stereo not given) | -2 | 0.4 | 2.0 | 0.6 | -0.2 | -2 | 2 | -1.0 | 8 | -15 | -1.9
CC(C)c1ccc(C(CC(=O)O)N2Cc3ccccc3C2=O)cc1 (stereo not given) | 3 | -0.4 | 3.0 | -0.1 | -0.7 | -12 | 4 | -1.2 | 4 | 9 | 1.5
CCOc1ccc(-n2c(SCC(=O)NCc3ccco3)nc3c(c2=O)SCC3)cc1 | -3 | -0.5 | -3.6 | -0.1 | 0.5 | 0 | 2 | -1.4 | 3 | -4 | -3.0
Fc1ccc(-n2nnnc2-c2cnc(-c3cccs3)nc2C(F)(F)F)cc1 | -15 | -3.7 | -10 | -4.4 | -5.2 | -116 | -78 | -3.1 | -15 | -116 | -11
COc1ccc(Cl)cc1S(=O)(=O)Nc1ncn[nH]1 | -2 | 0.3 | 1.2 | -1.4 | -0.7 | -2 | 0 | -0.5 | -7 | -5 | 1.4
CCOC(=O)[C@]12CCCC=C1N(Cc1ccc(Cl)cc1Cl)C(=O)[C@H](CC(=O)NCCCCc1ccccc1)C2 | -1 | -0.3 | -2.1 | . | -1.7 | 1 | -1 | 0.3 | -22 | 0 | .
Cc1coc2cc3oc(=O)c(CCC(=O)NC4CC4)c(C)c3cc12 | -84 | 1.1 | 1.4 | -0.4 | -1.1 | -270 | -209 | -1.3 | -2 | -347 | 1.5
C1=Nc2c(NCc3ccccc3)ncnc2Oc2ccccc21 | 0 | 0.1 | 3.0 | -2.2 | -2.1 | -1 | 2 | -1.3 | -5 | 7 | 3.9
Cc1sc2ncnc(SCc3ccco3)c2c1C | -1 | 0.1 | 3.9 | -0.6 | -1.1 | -1 | -1 | -1.1 | 8 | 6 | -0.3
O=S(=O)(Nc1cccc(-c2ccc(N3CCOCC3)nn2)c1)c1cc(Cl)ccc1Cl | 8 | 3.3 | 2.4 | 0.4 | -1.0 | -5 | -2 | -0.5 | 1 | 0 | 1.3
COc1cccc(C(C)(O)c2nc(-c3cccc(NC(C)=O)c3)cs2)c1 (stereo not given) | -2 | -1.4 | 1.7 | . | 0.4 | 0 | 0 | -0.7 | -11 | 3 | 0.0
Cc1ccc(-n2nc3c(=O)n(CCCC(=O)NCc4ccc(F)cc4)nc(C)c3c2C)cc1 | -1 | -0.5 | -1.4 | 0.1 | -2.0 | -3 | 1 | -1.3 | -1 | -9 | 1.6
CCCNC(=O)CN1C(=O)NC(Cc2c[nH]c3ccccc23)C1=O (stereo not given) | -5 | -0.9 | 5.6 | -0.4 | -1.4 | -5 | -1 | -0.7 | -5 | -4 | 1.8
Cc1sc2nc(-c3ccccc3)oc(=O)c2c1C | -7 | 0.4 | 3.5 | 0.8 | 1.8 | -7 | -1 | -0.1 | 10 | 2 | 1.1
C=CCn1c(SCC(=O)c2c(N)n(C)c(=O)n(C)c2=O)nnc1-c1ccoc1C | -5 | -1.9 | -1.7 | -1.5 | -0.8 | 2 | 3 | -1.0 | 4 | -12 | 0.8
CCCCc1c(O)nc(SCC(=O)N2CCOCC2)n(-c2ccccc2OC)c1=O | -4 | 0.6 | 0.2 | 0.7 | 2.1 | -6 | -2 | -0.9 | 6 | -2 | 0.9
Cc1ccccc1-c1nc2sc3c(c2c(=O)n1N)CCCC3 | -4 | 0.2 | -2.3 | 4.5* | -1.5 | -8 | -5 | -1.1 | 1 | -9 | -3.9
Cc1cc(N/N=C/c2c(O)ccc3ccccc23)nc(-c2ccccc2O)n1 | 9.2* | 0.8 | 0.5 | -0.6 | 0.5 | -9 | -9 | -1.7 | 5 | 8 | 1.8
Cc1ccc(C=NNc2nc3c([nH]2)c(=O)n(C)c(=O)n3C)cc1 | -2 | -0.6 | -2.7 | -0.4 | -2.7 | -7 | -6 | -1.1 | 6 | -8 | -0.1

Three of the entries above in order of the ADAM17 inh value, ascending:
structure	ADAM17 inh
CCOc1ccc(-n2c(SCC(=O)NCc3ccco3)nc3c(c2=O)SCC3)cc1	-3
COc1cccc(C(C)(O)c2nc(-c3cccc(NC(C)=O)c3)cs2)c1 (stereo not given)	-2
C1=Nc2c(NCc3ccccc3)ncnc2Oc2ccccc21	0

The list goes on:
SMILES | ADAM17 inh | DAX1 inh-1 | hgDAF-12 ag | DAX1 inh-2 | hcDAF-12 act | PLC-beta3 inh | PLCg1 inh | ssDAF12 agonist | HGIII-sPLA2 inh | ADAM10 inh | FXN GAA850 act
O=c1cc(CO)[nH]nc1CO | -5 | -0.4 | 0.6 | -0.5 | -1.0 | 1 | 5 | -1.1 | 8 | -8 | 0.4
Cc1n[nH]c(C)c1CCN(C)Cc1cn(C)nc1-c1ccccc1F | -9 | 0.4 | -1.1 | -1.5 | 0.6 | -2 | 1 | -1.5 | 3 | -14 | 1.2
CC(CCN1CCC(C(O)(c2ccccc2)c2ccccc2)CC1)Oc1ccc(C#N)c(F)c1 (stereo not given) | 1 | -0.9 | 3.2 | . | 2.6 | 2 | 3 | -0.8 | -22 | 2 | .
CCn1c(-c2cc(-c3cccc(OC)c3)nc3ccccc23)n[nH]c1=S | -3 | 0.6 | 1.3 | 1.9 | -0.9 | -46 | -33 | -1.3 | 6 | -9 | 3.3
O=C(COc1ccc([N+](=O)[O-])cc1)Nc1ccc(N2CCN(C(=O)c3ccco3)CC2)cc1 | -1 | -2.0 | 0.0 | 0.4 | -2.6 | -6 | 1 | -0.9 | 6 | -3 | -2.4
Cc1ccc2cc(NC(=O)C3(C)CCN3C(C)C)ccc2n1 (stereo not given) | -8 | -0.5 | 1.6 | . | 0.6 | -7 | -3 | -0.9 | -28 | -35 | 1.2
C=CCOc1cccc(C2/C(=C(/O)c3ccccc3)C(=O)C(=O)N2CCN2CCOCC2)c1 (stereo not given) | 2 | 0.7 | 1.5 | 0.0 | -0.6 | -1 | 2 | -1.3 | -2 | -6 | -0.5
O=C(c1ccco1)N1CCN(S(=O)(=O)c2ccc(F)cc2)CC1 | -2 | 0.0 | -1.1 | -1.2 | -0.8 | 4 | 3 | -1.1 | 2 | 0 | 0.0
O=C(NNC(=S)NCc1ccccc1)c1ccc2c(c1)OCO2 | 0 | 0.6 | -0.1 | 1.4 | 1.5 | -2 | 0 | -0.6 | 16 | -6 | 0.2
Cc1cc(C(F)F)nn1CC(=O)NCc1ccc(Cl)cc1Cl | -3 | -0.2 | -1.9 | -0.1 | -1.7 | 0 | -2 | -0.8 | -4 | -7 | -0.6
CCOC(=O)c1cnc2nc(C(F)(F)F)[nH]n2c1=O | 0 | 0.2 | 2.2 | 0.1 | -1.2 | 3 | 1 | -0.6 | 7 | 1 | 0.8
Cc1nn(C(C)CC(=O)O)c(C)c1Br (stereo not given) | 0 | 0.2 | 0.2 | -1.2 | 0.6 | 2 | 5 | -1.3 | -2 | 5 | 3.8
c1cncc(-c2nc3cc4ccccc4cc3[nH]2)c1 | -141 | 7.8* | 21* | 4.6* | 9.5* | i | i | 1.5* | -3 | -379 | 1.6
CNC(=O)NC(=O)CSc1nnc(-c2ccc(F)cc2)n1CC1CCCO1 (stereo not given) | -4 | 0.4 | -2.5 | -0.3 | -0.5 | 1 | 0 | -1.1 | 6 | -9 | 1.3
C=CCc1cccc(/C=N/c2ncccc2O)c1O | -13 | 0.5 | -1.1 | -0.7 | -0.6 | -31 | -26 | -0.7 | 0 | -18 | 4.3
COc1ccccc1C(NC(=O)C1CCCCC1)c1c(O)ccc2ccccc12 (stereo not given) | 2 | 0.0 | 2.4 | 2.1 | -0.2 | 5 | 6 | -1.6 | 2 | 5 | -2.0
CCCCSc1nnc(C)c(=O)[nH]1 | -2 | 0.0 | 0.3 | -0.4 | 1.7 | -1 | 0 | -1.3 | 6 | -3 | 4.3
O=C(Oc1ccc(Cl)cc1N1C(=O)CCC1=O)c1ccco1 | -3 | -0.1 | 0.7 | 1.9 | 0.5 | 1 | -5 | -1.1 | 3 | -1 | 1.2
Nc1cc(=O)[nH]c(SCCSc2cc(Cl)ccc2Cl)n1 | -5 | -0.3 | -3.1 | -0.3 | -3.3 | -13 | 8 | -1.2 | 13 | 3 | 1.5
CN(Cc1ccccc1)C1CCNCC1 | -1 | -0.1 | -0.7 | 1.5 | 0.1 | -8 | 0 | -1.0 | 2 | 0 | 1.1
O=C(CN1CCN(C(=O)C2CCC2)CC1)Nc1ccc(F)cc1 | -7 | -0.4 | -0.8 | 0.0 | 1.1 | -4 | 0 | -0.6 | 11 | -10 | 0.9
O=C(CSc1nc2ccccc2c(=O)n1NC(=O)Cc1ccccc1)NCc1ccccc1Cl | 6 | -0.7 | 1.4 | 0.3 | 0.1 | 1 | 2 | -1.8 | -14 | 8 | 2.2
COc1ccc(S(=O)(=O)N2CCN(C(=O)c3cccc(Cl)c3)CC2)cc1 | -5 | -1.0 | 0.5 | -0.3 | -0.6 | 1 | 1 | -0.7 | -8 | 0 | -0.1

Single records, from the list above.
O=C(COc1ccc([N+](=O)[O-])cc1)Nc1ccc(N2CCN(C(=O)c3ccco3)CC2)cc1 is entered as ADAM17 inh: -1; DAX1 inh-1: -2.0; hgDAF-12 ag: 0.0; DAX1 inh-2: 0.4; hcDAF-12 act: -2.6; PLC-beta3 inh: -6; PLCg1 inh: 1; ssDAF12 agonist: -0.9; HGIII-sPLA2 inh: 6; ADAM10 inh: -3; FXN GAA850 act: -2.4
CCCCSc1nnc(C)c(=O)[nH]1 is entered as ADAM17 inh: -2; DAX1 inh-1: 0.0; hgDAF-12 ag: 0.3; DAX1 inh-2: -0.4; hcDAF-12 act: 1.7; PLC-beta3 inh: -1; PLCg1 inh: 0; ssDAF12 agonist: -1.3; HGIII-sPLA2 inh: 6; ADAM10 inh: -3; FXN GAA850 act: 4.3
